S3 lipid droplet: qHTS Assay for Lipid Storage Modulators in Drosophila S3 Cells. AID 2685. 320,000 tested, 0.64% active. Drosophila S3 cells, BODIPY lipid droplet fluorescence, 18-24 h; cells fed with added oleic acid. lipid storage change, negative = inhibition, % at the top dose, mostly 46.1 µM; hits show Potency in µM; active = well fitted inhibition curve with a large enough effect in the signal ratio, with a control signal flat, not every such curve was filed as active; inconclusive = small, poorly fitted or top-dose-only effect, or effect the other way, or a change in a side signal; the % refers to the signal ratio
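Drosophila S3 cells got compounds at several concentrations plus oleic acid (400 uM solution). Laser-scanning cytometry with 488 nm excitation read lipid droplets at 500-530 nm and cells at 575-640 nm. Percent activity was relative to 20 uM Triacsin C.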
S3 lipid droplet cell count max: also measured in S3 lipid droplet; calls as there; cell number change, %; measured here: cell count max response;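 cells counted by Cell Tracker Red CMTPX staining in the red channel; peak over a dose series mostly up to 46.1 µM; percent activity relative to internal control wells on each plate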
Numbers without * were called inactive; i = inactive; u = inconclusive; x = no result given. % is scaled to controls: 0 for no effect and ±100 for the full control effect; potency is read from the fitted curve at half-maximal effect. Not all compounds are listed; the hit share may differ from the screen's.

| molecule | S3 lipid droplet | S3 lipid droplet cell count max |
| --- | --- | --- |
| CCCCn1c(N)c(N(CCOC)C(=O)CSCc2ccccc2C)c(=O)[nH]c1=O | u | x |
| COc1ccc2ccccc2c1/C=N\NC(=O)c1ccc(C)s1 | -6% | -4 |
| CC(=O)Nc1nccc(-c2cc(-c3ccccc3)no2)n1 | 5% | 13 |
| CCOc1ccc(NC(=S)NC23CN4CN(CN(C4)C2)C3)cc1 | 0% | 5 |
| CCOC(=O)c1oc2ccccc2c1CN1CCN(c2ccccc2)CC1 | i | 13 |
| CCOc1ccccc1OCC(=O)OC(C)C(=O)Nc1ncc(Cl)cc1Cl (stereo not given) | u | x |
| Cc1cc(C)cc(N2C(=O)CC(n3nc(C)cc3C)C2=O)c1 (stereo not given) | u | x |
| O=S(=O)(c1cccc(C(F)(F)F)c1)N1CCN(C(=S)NCc2ccco2)CC1 | u | x |
| Cc1cc(C)c2c(n1)sc1c(N3CCCCC3)ncnc12 | u | x |
| COc1ccc(-c2cc3ncccc3cn2)cc1 | u | x |
| FC(F)(F)c1ccc(N2CCN(c3cc(-c4ccccc4)nc4ncnn34)CC2)nc1 | u | x |
| COc1ccc(NS(=O)(=O)c2ccc(NC(=O)c3ccc(N(C)S(C)(=O)=O)cc3)cc2)c(OC)c1 | u | x |
| CC1(C(=O)Nc2cccc(C(F)(F)F)c2)CO1 (stereo not given) | u | x |
| Cc1cccc(Oc2nc(-c3ccncc3)nc3ccccc23)c1 | u | x |
| CC(/C=N/NC(=O)c1cc(C2CC2)[nH]n1)=C\c1ccccc1 | u | x |
| CCOC(=O)c1cnc(SCc2ccccc2)nc1N | u | x |
| CCOCCCNS(=O)(=O)c1ccccc1 | u | x |
| CCOC(=O)Nc1ccc2c(c1)N(C(=O)CCN1CCN(C)CC1)c1ccccc1S2 | 6% | -8 |
| S=c1[nH]nc(-c2ccc(Cl)cc2Cl)n1-c1ccccc1 | u | x |
| O=C(NCC1CCCO1)C12CN(Cc3ccccc3)CC1C(c1cccc([N+](=O)[O-])c1)=NO2 (stereo not given) | u | x |
| NC1=NC(=Nc2ccc(Cl)cc2)c2ccccc21 | u | x |
| CC(C)c1ccc(Nc2nc(CC(=O)O)cs2)cc1 | -9% | -28 |
| CN1/C(=C\C(=O)COC(=O)Cn2nnc(-c3ccccc3)n2)C(C)(C)c2ccccc21 | u | x |
| CCCC1=Nc2cc(C(=O)N3CCN(c4ccccn4)CC3)ccc2Sc2ccc(C)cc21 | i | 4 |
| CC1=C(C(=O)OCC2CCCO2)C(c2ccc(Cl)c(Cl)c2)NC(=O)N1 (stereo not given) | 1% | 7 |

A draw from above in order of SMILES length, rising:
| molecule | S3 lipid droplet | S3 lipid droplet cell count max |
| --- | --- | --- |
| COc1ccc(-c2cc3ncccc3cn2)cc1 | u | x |
| CCOC(=O)c1cnc(SCc2ccccc2)nc1N | u | x |
| Cc1cc(C)c2c(n1)sc1c(N3CCCCC3)ncnc12 | u | x |
| S=c1[nH]nc(-c2ccc(Cl)cc2Cl)n1-c1ccccc1 | u | x |
| CCOC(=O)c1oc2ccccc2c1CN1CCN(c2ccccc2)CC1 | i | 13 |
| O=S(=O)(c1cccc(C(F)(F)F)c1)N1CCN(C(=S)NCc2ccco2)CC1 | u | x |
| FC(F)(F)c1ccc(N2CCN(c3cc(-c4ccccc4)nc4ncnn34)CC2)nc1 | u | x |

Additional structures:
| molecule | S3 lipid droplet | S3 lipid droplet cell count max |
| --- | --- | --- |
| Cc1ccc(F)cc1CNC(=O)C1CCC(=O)N(CCCN2CCCC2=O)C1 (stereo not given) | u | x |
| COC(=O)c1ccccc1NC(=O)Cn1nnc(-c2ccc(OC)cc2)n1 | 0% | -2 |
| N#Cc1nc(-c2ccc(F)cc2)oc1N1CCCC1 | -23% | -7 |
| O=C(Nc1ccc(Cl)cc1)C1CCCC1 | -23% | -15 |
| COc1ccccc1C(=O)N1CCC(C(=O)c2ccc(F)cc2)CC1 | u | x |
| CS(=O)(=O)N(CC(=O)O)c1cc(Cl)cc(Cl)c1 | u | x |
| CCn1c(/C=C2/C(=O)N(C)c3ccccc32)nc2ccccc2c1=O | u | x |
| O=C(NN1C(=O)/C(=C/c2cccc(O)c2)SC1=S)c1ccccc1O | u | x |
| c1ccc(CCc2nn3c(Cn4nnc5ccccc54)nnc3s2)cc1 | i | x |
| COC(=O)n1c(=O)oc2ccccc21 | -12% | 6 |
| CCCCOC(=O)c1cccc(NC(=O)CCC(=O)O)c1 | -4% | 13 |
| CCOc1ccc(C(c2nnnn2C(C)(C)C)N2CCN(C(=O)c3ccco3)CC2)cc1 (stereo not given) | i | 10 |
| COc1ccc(OC)c(-c2csc(NC(=O)Cc3ccc(OC)c(OC)c3)n2)c1 | u | x |
| COc1ccccc1CC1CC(=O)N(c2ccccc2)C1=O (stereo not given) | 17% | -13 |
| c1ccc(-c2nnc(CN3CCN(C(c4ccccc4)c4ccccc4)CC3)o2)cc1 | u | x |
| C=CCn1c(NCc2ccco2)nc2ccccc21 | 15% | -2 |
| Cc1ccc(C)c(-n2cc(CNCCCn3cccn3)c(-c3ccccc3)n2)c1 | 9% | 5 |
| CC(c1ccc(F)cc1)n1c(Cn2ncc3ccccc3c2=O)n[nH]c1=S (stereo not given) | u | x |
| O=c1cc(N2CCN(c3ccccc3)CC2)[nH]c(=O)n1Cc1ccc(F)cc1 | u | x |
| CC(=O)Nc1ccc(-c2nc3c(C)cccc3[nH]2)cc1 | u | x |
| c1ccc2c(c1)[nH]c1nc(SCCN3CCOCC3)nnc12 | i | x |
| O=C(NCCc1c[nH]c2ccccc12)OCCCCOC(=O)NCCc1c[nH]c2ccccc12 | u | x |
| CCc1nccn1CCC(=O)N1CCCC(N2CCN(c3ccccc3C)CC2)C1 (stereo not given) | u | x |
| O=C(N/N=C\c1cccs1)c1ccccc1-n1cccc1 | u | x |
| O=S(=O)(c1ccccc1F)N1CCN(CC(O)c2ccccc2)CC1 (stereo not given) | u | x |
| Cc1cccc(NC(=S)NCC(c2cccnc2)N(C)C)c1 (stereo not given) | 9% | 17 |
| O=C(OCC(=O)C12CC3CC(CC(C3)C1)C2)c1ccccn1 | -9% | -2 |
| COc1ccc(N2CCN(C3CC(=O)NC3=O)CC2)cc1 (stereo not given) | u | x |
| CC1=CC(C)(C)Nc2ccc(OC(=O)C(C)N3C(=O)c4ccccc4C3=O)cc21 (stereo not given) | u | x |
| O=C(N/N=C/c1ccncc1)C1CC1(c1ccccc1)c1ccccc1 (stereo not given) | 1% | 7 |
| N/C(=N\OS(=O)(=O)c1ccc(Br)cc1)c1ccncc1 | u | x |
| CCCC(C)NC(=O)c1cc(Cl)ccc1OC (stereo not given) | i | x |
| C/C(=N\Nc1nc2ccccc2s1)c1ccc(Br)s1 | -16% | -24 |
| O=c1c(Cl)c(NCCCO)cnn1-c1nc2ccccc2[nH]1 | u | x |
| COc1ccc(-n2nc(C(=O)NCC(=O)Nc3cc(OC)ccc3OC)c3ccccc3c2=O)cc1 | u | x |
| O=C(CC(C(=O)O)C1CCCO1)NCc1ccccc1 (stereo not given) | u | x |
| Cc1ccc(OCCC(=O)OC(C)C(=O)Nc2ccc(Cl)cn2)cc1 (stereo not given) | u | x |
| COc1ccc(C)cc1NC(=O)C1CCN(S(C)(=O)=O)CC1 | -25% | 13 |
| O=C(NC1CCCCC1)c1cccnc1Sc1ccccc1Cl | u | x |
| O=C(Nc1cccnc1)Nc1ccccn1 | u | x |
| CCOc1ccc(NC(=O)c2cccc(OC(=S)N3CCOCC3)c2)cc1 | -2% | 0 |
| CC1c2[nH]c3ccccc3c2C[C@H]2C(=O)N(CCO)CC(=O)N12 (stereo not given in full) | -1% | 0 |
| O=C(CSc1nc2ncc(Cl)cc2[nH]1)N(Cc1ccccc1)C1CCS(=O)(=O)C1 (stereo not given) | u | x |
| O=C(COC(=O)c1ccc(S(=O)(=O)N2CCCCCC2)cc1)NCc1ccc(F)cc1 | u | x |
| CC(C)(C)OC(=O)CNC(=O)c1nc[nH]c1C(=O)N1CCN(c2ccccc2)CC1 | u | x |
| O=C(Cn1nc(C(F)F)cc1C1CC1)NCCC1=CCCCC1 | i | 7 |
| Cc1cccnc1CN1CCN(C(=O)c2cc(COc3ccc4ncccc4c3)on2)CC1 | u | x |
| O=C(COC(=O)c1n[nH]c2ccccc12)Nc1cccc(S(=O)(=O)N2CCOCC2)c1 | -2% | -8 |
| CCc1cc(=O)oc2cc(C)cc(OC(C)C(=O)NCCCn3ccnc3)c12 (stereo not given) | u | x |
| [O-][n+]1c(/C=C/c2ccccc2)ccc2ccccc21 | -1% | 0 |

Carrying on.
| molecule | S3 lipid droplet | S3 lipid droplet cell count max |
| --- | --- | --- |
| CCNc1oc(/C=C/c2ccc(OCC)cc2)nc1C#N | -18% | -11 |
| COc1cccc(/C=N/NC(=O)c2cccc([N+](=O)[O-])c2)c1OS(=O)(=O)c1ccc(C)cc1 | u | x |
| O=C(C1=C[C@@H]2[C@H]3C(=O)N(c4ccccc4Cl)C(=O)[C@H]3[C@@H](C(=O)c3ccc(Cl)cc3)N2C=C1)c1ccccc1 | u | x |
| NS(=O)(=O)c1ccc(CNS(=O)(=O)Cc2ccc(Cl)cc2)cc1 | u | x |
| CCOC(=O)Cc1nn(C(C)C)c(=O)c2ccccc12 | 7% | 25 |
| CCCCC1S/C(=N/N=C/c2cccs2)NC1=O (stereo not given) | u | x |
| Cc1ccc(S(=O)(=O)N2CCCCC2)cc1C(=O)Nc1ncn[nH]1 | u | x |
| CCOc1cccc(-c2c(C(=O)N/N=C/c3ccco3)nnn2-c2nonc2N)c1 | i | 1 |
| COc1ccc(OC)c(NC(=O)c2cc3sccc3n2C)c1 | u | x |
| CCOc1ccc(S(=O)(=O)NC2CC2)cc1 | u | x |
| Cn1c(C(=O)O)c(CC(=O)NCc2cccnc2)c2ccccc21 | -18% | -10 |
| O=C(Cc1ccccc1)Nc1c[nH]c(=O)[nH]c1=O | 2% | 19 |
| Cc1cc(N/N=C/c2ccccc2O)c2ccccc2n1 | u | x |
| CCc1nnc(NS(=O)(=O)c2ccc(N=Cc3c(C)[nH]n(-c4ccc(Cl)cc4)c3=O)cc2)s1 | 3% | -2 |
| CCOC(=O)N1CCN(C(=S)NC(=O)/C=C/c2ccc(C)cc2)CC1 | u | x |
| O=C(COC(=O)c1cc(Cl)ccc1[N+](=O)[O-])NCc1ccc(Cl)cc1Cl | u | x |
| CS(=O)(=O)N1CCN(C(=O)c2ccc(Br)s2)CC1 | i | 5 |
| CS(=O)c1ccccc1-c1nc(-c2cc(C(F)(F)F)cc(C(F)(F)F)c2)no1 (stereo not given) | -15% | 2 |
| CN(C)c1ccc(/C=C2\N=C(c3ccc(Cl)c([N+](=O)[O-])c3)NC2=O)cc1 | -1% | 3 |
| CN(C)C(/C=C/Nc1cccc([N+](=O)[O-])c1)=C(C#N)C#N | 24% | 18 |
| Cc1cccc(C(=O)NCC(=O)N2CCN(S(=O)(=O)c3cc(C)ccc3C)CC2)c1 | u | x |
| CC(/C=N/Nc1nc(C)cc(C)n1)=C\c1ccc(C(C)C)cc1 | u | x |
| C[C@@H](C(=O)Nc1ccc2ccccc2c1)[C@@H]1C[C@@]1(C)[C@@H](NC(=O)c1cnccn1)c1ccccc1 | 27% | x |
| O=C(Nc1cc(S(=O)(=O)N2CCOCC2)ccc1OCC(F)(F)F)c1ccc(N2CCCC2=O)cc1 | 28% | 2 |
| O=C1c2ccccc2CCC12N=NCC2c1ccc(Br)cc1 (stereo not given) | u | x |
| C/C(=N\Nc1ncnc2sc(C)c(C)c12)c1ccccn1 | u | x |
| Clc1cccc(OCCN2CCNCC2)c1 | 36% | 4 |
| Cc1cc(C)n(CC(O)COCc2ccco2)n1 (stereo not given) | -9% | 17 |
| COc1ccccc1CNC(=O)C1CCCN(S(=O)(=O)c2cccs2)C1 (stereo not given) | i | 25 |
| CN(C(=O)c1cccc(S(=O)(=O)N2CCCCC2)c1)C1CCS(=O)(=O)C1 (stereo not given) | u | x |
| COc1cccc(-c2coc3c(C)c4oc(=O)c(CCC(=O)O)c(C)c4cc23)c1 | u | x |
| CCOC(=O)C(=Cc1cn(C)c2ccc(S(=O)(=O)N(C)C)cc12)C(=O)OCC | u | x |
| Cc1ccccc1CC1(CO)CCCN(C(=O)c2ccccc2N(C)C)C1 (stereo not given) | 8% | 15 |
| Cc1cccc(CSc2nnc([C@@H]3CCCN3)o2)c1 | 7% | -8 |
| CN(C)c1ccc(C(=O)OCC(=O)NCCCc2ccccc2)cc1 | -14% | -8 |
| O=C1Nc2ccccc2C1Cc1ccc(OC(F)(F)F)cc1 (stereo not given) | u | x |
| COc1ccc2oc(C(=O)Nc3nnc(C)s3)c(C)c2c1 | u | x |
| COc1cc(C(=O)NC(=S)Nc2ccc3c(c2)OCO3)cc(OC)c1OC | 12% | 11 |
| CCN(C(=O)c1cccs1)c1nc(-c2ccc(OC)cc2)cs1 | u | x |

Look-ups from the entries so far:
Under S3 lipid droplet, Cn1c(C(=O)O)c(CC(=O)NCc2cccnc2)c2ccccc21 reads -18%
Under S3 lipid droplet, O=C(COC(=O)c1n[nH]c2ccccc12)Nc1cccc(S(=O)(=O)N2CCOCC2)c1 reads -2%
Under S3 lipid droplet cell count max, O=C(N/N=C/c1ccncc1)C1CC1(c1ccccc1)c1ccccc1 (stereo not given) reads 7
Under S3 lipid droplet cell count max, CCOc1ccc(C(c2nnnn2C(C)(C)C)N2CCN(C(=O)c3ccco3)CC2)cc1 (stereo not given) reads 10

Source: PubChem (National Center for Advancing Translational Sciences (NCATS))
